PriA SSB inh – inhibitors of Klebsiella pneumoniae PriA binding to SSB C-terminal tail; AlphaScreen SSBct-PriA binding, biotinylated peptide; inhibition, % at 33 µM; 430,000 compounds, 0.6% hits; in the data active means inhibition mostly above about 37%, no sharp cut-off; inactive means mostly below about 20%;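 further: plate controls were negative control peptide for no effect and reference peptide for full effect; strong numbers were not always called active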
VHR inh abs – DUSP3 (human) phosphatase inhibition; 290,000 compounds, 0.52% hits; inhibition, % at 13.3 µM; recombinant VHR phosphatase, pNPP absorbance; in the data active means inhibition above about 50%; further: some compounds called inactive have numbers as strong as hits
Target sequence (P51452 whole entry, looked up): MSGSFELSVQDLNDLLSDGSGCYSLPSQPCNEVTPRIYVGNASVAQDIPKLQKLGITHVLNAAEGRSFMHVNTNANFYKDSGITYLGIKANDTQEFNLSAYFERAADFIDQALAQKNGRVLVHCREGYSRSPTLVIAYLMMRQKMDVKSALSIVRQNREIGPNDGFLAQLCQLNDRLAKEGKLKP
Yp Topo-I inh – inhibitors of Yersinia pestis topoisomerase I. AID 504884. activity, % at 10 µM. Y. pestis Topo-I cleavage product accumulation, plate reader. 360,000 compounds, 0.064% hits; in the data active means activity above about 50%, passing the limit was not always enough; inconclusive means no clear call, values can overlap the other calls; further: inactives centre near 2
CCHF vOTU inh – blocks the CCHF virus ovarian tumor domain protease; CCHFV vOTU protease, Pep-AMC fluorescence; inhibition, % at 11.5 µM; 370,000 compounds, 0.55% hits; AID 651958; in the data active means inhibition above about 30%; further: 0% = vehicle wells with enzyme and 100% = no enzyme wells
TcdB GH inh – TcdB glycohydrolase inhibition; AID 652162; P18177; TcdB glycohydrolase enzymatic assay, plate reader; inhibition, % at 9.99 µM; 350,000 compounds, 0.24% hits; in the data active means inhibition above about 10%
SARS 3CLpro inh – SARS-CoV 3CLpro protease inhibition; 290,000 compounds, 0.14% hits; recombinant SARS-CoV 3CLpro, quenched FRET peptide cleavage; P0C6X7; inhibition, % at 6 µM; in the data active means inhibition above about 12%
Vc quorum ag – quorum light induction in luxS cqsA deficient V. cholerae. AID 588436. V. cholerae BH1578 lux reporter, luminescence, 6 h. 350,000 compounds, 0.16% hits. activation, % at 18.7 µM; in the data active means activation mostly above about 9.7%, no sharp cut-off; inconclusive means no clear call, values can overlap the other calls; inactive means mostly below about 3.7%; further: not every result past the cut was called active; inactives centre near 0; reference of the scale not given here
PfHsp40 rescue – restores yeast growth despite PfHsp40 toxicity; S. cerevisiae expressing PfHsp40, growth rescue, ATP luminescence; growth rescue, % at 12.5 µM; 340,000 compounds, 0.68% hits; AID 504582; in the data active means growth rescue above about 28%, passing the limit was not always enough; inconclusive means no clear call, values can overlap the other calls;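 further: yeast W303a lacking pdr1 and pdr3 grown in galactose medium; growth measured after three days at 30 °C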
Anthrax LF inh2 – anthrax lethal factor protease inhibition; multiplex microsphere protease cleavage assay, LF; inhibition, % at 10 µM; 360,000 compounds, 0.12% hits; P15917; AID 588501; further: plate controls were buffer without enzyme for full effect and enzyme alone for no effect
Target sequence (P15917 whole entry, looked up): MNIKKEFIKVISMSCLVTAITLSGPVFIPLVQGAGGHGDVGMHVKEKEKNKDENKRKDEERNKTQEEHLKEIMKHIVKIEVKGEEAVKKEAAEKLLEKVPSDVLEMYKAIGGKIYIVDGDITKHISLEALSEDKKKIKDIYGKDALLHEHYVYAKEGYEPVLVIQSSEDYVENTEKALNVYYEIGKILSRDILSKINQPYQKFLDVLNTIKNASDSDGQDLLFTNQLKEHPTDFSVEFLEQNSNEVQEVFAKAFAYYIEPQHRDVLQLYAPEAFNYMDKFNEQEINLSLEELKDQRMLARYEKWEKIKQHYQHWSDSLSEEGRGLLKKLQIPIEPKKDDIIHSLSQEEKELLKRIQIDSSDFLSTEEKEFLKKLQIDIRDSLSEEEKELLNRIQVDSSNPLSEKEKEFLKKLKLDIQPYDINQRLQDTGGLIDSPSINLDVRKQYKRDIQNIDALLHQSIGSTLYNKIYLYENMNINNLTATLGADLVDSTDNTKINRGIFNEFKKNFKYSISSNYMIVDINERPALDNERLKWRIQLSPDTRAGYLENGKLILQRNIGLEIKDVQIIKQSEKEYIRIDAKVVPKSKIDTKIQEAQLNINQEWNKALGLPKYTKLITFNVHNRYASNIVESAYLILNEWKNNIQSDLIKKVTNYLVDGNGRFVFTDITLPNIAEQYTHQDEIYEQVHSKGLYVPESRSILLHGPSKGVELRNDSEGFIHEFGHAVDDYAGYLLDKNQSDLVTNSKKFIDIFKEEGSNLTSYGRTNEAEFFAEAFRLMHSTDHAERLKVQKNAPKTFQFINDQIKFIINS
BoNT A protease – blocks Botulinum neurotoxin A light chain protease. inhibition, % at 10 µM. multiplex microsphere protease substrate cleavage, flow cytometry. 360,000 compounds, 0.17% hits; further: plate controls were buffer without enzyme for full effect and enzyme alone for no effect
Active calls of the source: *; i = inactive; ? = inconclusive; . = no result given; & = joins results of further samples. Unless noted, no stated cut-off is given here; in the data, active means inhibition above about 30%; inconclusive means no clear call, values can overlap the other calls; inactive means below that.

SMILES	PriA SSB inh	VHR inh abs	Yp Topo-I inh	CCHF vOTU inh	TcdB GH inh	SARS 3CLpro inh	Vc quorum ag	PfHsp40 rescue	Anthrax LF inh2	BoNT A protease
CC1CCN(C(=O)CN2C(=O)COc3ccc(Cl)cc32)CC1	4	26	-6	-16	1.2	3	i	0.0	-6	3.0
Cc1cccc(NC(=O)/C=C/c2cccs2)n1	-6	19	2	5	.	-6	-5.3	0.4	-1	-1.6
CC(C)c1ccc(CNC(=O)C(=O)NCCCn2ccnc2)cc1	-11	8	-5	1	-0.1	4	i	-0.9	-3	-0.9
O=C(NCCCn1ccnc1)C1CCCN(S(=O)(=O)c2cc(Cl)ccc2Cl)C1 (stereo not given)	-5	-7	2	2	-0.7	-1	-0.2	-0.2	0	2.0
Cc1cccc(N(CC(=O)NC2CCCC2)C(=O)CCC(=O)Nc2ccccn2)c1	-8	12	-7	-3	0.8	0	i	-0.8	0	-0.1
COc1cc(CNc2ncnc3c2ncn3[C@H]2CN(Cc3ccccc3)C[C@@H](COC(C)=O)O2)cc(OC)c1OC	.	.	30	8	1.2	.	i	.	-4	-0.5
CCOc1ccc(C2C(C(=O)c3cccs3)=C(O)C(=O)N2Cc2cccnc2)cc1 (stereo not given)	-8	-3	2	11	-1.7	3	i	7.8	3	-1.8
O=C(CCl)Nc1ccc(Sc2ccc(NC(=O)CCl)cc2)cc1	-4	5	-2	8	1.7	0	-0.4	3.2	-8	-0.4
CCOc1ccccc1N(CC(=O)NC(C)(C)C)C(=O)Cn1nnc(-c2ccc(C)o2)n1	-9	-12	24	-7	.	1	-2.7	1.0	-13	?
CCOC(=O)c1cc(CC)sc1NC(=O)c1cccc(N2C(=O)CCC2=O)c1	-8	-8	0	-10	0.2	0	i	0.2	-2	0.0
COc1cccc(-c2c(C(=O)N/N=C/c3cccs3)nnn2-c2nonc2N)c1	.	9	-5	.	.	3	i	-0.8	-1	-0.4
OC1CCN(Cc2ccc(OCc3ccccc3)cc2)CC1	-8	14	-9	-2	0.5	-2	i	-0.3	6	-3.5
CCCCn1c(N)c(N(CCOC)C(=O)c2sc3ccccc3c2Cl)c(=O)[nH]c1=O	-6	.	4	4	-2.8	.	i	1.1	-2	-9.8
COc1ccc(/C=N/Nc2nc(-c3cccnc3)nc3ccccc23)c(OC)c1	i	16	-3	6	1.1	2	-0.7	-1.7	-11	-1.8
C=CCOc1ccc(Br)cc1CNCC	-2	20	-4	3	1.3	-4	0.7	-0.4	-2	0.5
CCn1c(=S)sc2c(=O)n(CC(=O)NCCCc3ccccc3)c(C)nc21	0	-6	5	15	1.1	3	-0.3	3.0	-3	0.4
COc1cc(NC(=O)NS(=O)(=O)c2ccc(C)cc2)cc(OC)c1	9	-43	0	-6	.	-6	i	0.8	-6	?
CCOc1ccc(/C(O)=C/C(=O)C(=O)Nc2ccc(S(=O)(=O)NC(C)=O)cc2)cc1	.	30	1	19	-1.1	2	-0.3	2.1	1	0.6
CC(NC(=O)C1CCN(S(=O)(=O)N2CCC3(CC2)OCCO3)CC1)c1ccccc1 (stereo not given)	-8	-3	0	6	0.5	-3	0.1	-1.3	3	0.9
C[C@@H]1CN(Cc2cn(C)nc2-c2cccc(Cl)c2)C[C@H](C)O1	-4	15	-9	-2	0.6	0	-0.2	4.6	-5	0.9
O=C(CCNC(=O)c1ccc(Cl)cc1)Nc1ccc(S(=O)(=O)N2CCOCC2)cc1	-10	.	10	-3	1.2	.	-0.8	0.0	-2	0.7
O=C1NC[C@@H](CCCCN2C[C@H](Cc3ccccc3)N(CC3CCCCC3)C(=O)C2=O)N(CCc2ccccc2)C1=O	.	.	.	10	-0.9	.	.	.	-6	-0.5
O=C(Nc1nnc(CC(=O)N2CCOCC2)s1)c1cccs1	-4	10	-8	13	.	0	i	-1.1	-2	-0.1
O=C(O)C(Cc1ccccc1)N1C(=O)/C(=C/C=C/c2ccco2)SC1=S (stereo not given)	12	113	-10	24	-1.8	3	-0.4	0.7	-3	-0.3
CCCCn1c(N)c(N(CCOC)C(=O)c2ccco2)c(=O)[nH]c1=O	5	.	0	3	-2.6	.	-1.1	-0.4	0	1.6

A section from the list above, as a working copy:
SMILES	PriA SSB inh	VHR inh abs	Yp Topo-I inh	CCHF vOTU inh	TcdB GH inh	SARS 3CLpro inh	Vc quorum ag	PfHsp40 rescue	Anthrax LF inh2	BoNT A protease
O=C(CCNC(=O)c1ccc(Cl)cc1)Nc1ccc(S(=O)(=O)N2CCOCC2)cc1	-10	.	10	-3	1.2	.	-0.8	0.0	-2	0.7
O=C1NC[C@@H](CCCCN2C[C@H](Cc3ccccc3)N(CC3CCCCC3)C(=O)C2=O)N(CCc2ccccc2)C1=O	.	.	.	10	-0.9	.	.	.	-6	-0.5
O=C(Nc1nnc(CC(=O)N2CCOCC2)s1)c1cccs1	-4	10	-8	13	.	0	i	-1.1	-2	-0.1
O=C(O)C(Cc1ccccc1)N1C(=O)/C(=C/C=C/c2ccco2)SC1=S (stereo not given)	12	113	-10	24	-1.8	3	-0.4	0.7	-3	-0.3
CCCCn1c(N)c(N(CCOC)C(=O)c2ccco2)c(=O)[nH]c1=O	5	.	0	3	-2.6	.	-1.1	-0.4	0	1.6

More entries
SMILES	PriA SSB inh	VHR inh abs	Yp Topo-I inh	CCHF vOTU inh	TcdB GH inh	SARS 3CLpro inh	Vc quorum ag	PfHsp40 rescue	Anthrax LF inh2	BoNT A protease
CCN(c1ccccc1)S(=O)(=O)c1cc2c(cc1C)N(C)CCO2	19	13	8	12	2.6	0	-0.2	-0.7	0	-0.4
CCOC(=O)C1=CCC(c2cccc(C)c2)N(S(=O)(=O)c2ccc(C)cc2)C1 (stereo not given)	.	.	.	7	1.0	.	.	.	-6	-0.5
CCC(c1nnnn1CCc1ccccc1)N(Cc1ccco1)Cc1cc2cccc(C)c2[nH]c1=O (stereo not given)	3	-5	28	18	.	4	-1.0	3.0	0	0.3
COc1ccc(C2CC(=O)N(C)c3ccccc3S2)cc1OC (stereo not given)	-11	2	-6	15	0.6	-3	i	-1.1	0	-0.2
CCC(C(=O)NCc1ccco1)n1nc(C)n2c(cc3occc32)c1=O (stereo not given)	6	-8	4	5	-13	1	-3.7	-1.2	3	3.4
C=CCOc1cccc(C2/C(=C(\O)c3ccc(F)cc3)C(=O)C(=O)N2CCN(C)C)c1 (stereo not given)	.	2	-1	14	.	0	-0.5	-1.7	1	0.0
Cc1ccc(CNc2ncc(-c3ccc4c(c3)OCO4)n2C)cc1	5	-6	-2	-1	.	0	i	0.0	-4	0.6
O=[N+]([O-])c1ccc(Cn2cc(-c3cccc(C(F)(F)F)c3)nn2)cc1	-29	-3	0	19	2.1	2	-0.9	2.9	-14	-0.1
S=c1[nH]c2ccc(Cc3ccc4[nH]c(=S)[nH]c4c3)cc2[nH]1	5	-5	-2	4	-2.1	1	i	-0.1	-3	2.0
COc1ccc(OC)c(NC(=O)[C@@]2(CC(=O)O)CC(/C=C/c3ccccc3)=NO2)c1	10	9	2	-8	1.6	3	-10	0.3	2	-0.9
CN(C(=O)COC(=O)Cc1c(F)cccc1Cl)c1c(N)n(Cc2ccccc2)c(=O)[nH]c1=O	2	.	-5	4	1.4	.	-0.4	0.2	-4	-0.1
CCN(CC)CCN(C(=O)CCS(=O)(=O)c1ccccc1)c1nc2c(C)cc(C)cc2s1	2&0	15	18	25	1.5	-2	i	0.8	0	-3.3
COc1ccc(C)cc1N(CC(=O)N1CCCC1)S(=O)(=O)c1ccccc1	-4	17	-1	5	-1.4	-2	i	-0.7	-3	-1.7
CN1c2ccccc2C(O)=C(C(=S)Nc2ccc(Cl)cc2)S1(=O)=O	17	4	17	31*	.	0	-0.3	4.7	-17	-0.6
O=C(C1CC1(c1ccccc1)c1ccccc1)N1CCOCC1 (stereo not given)	55*	12	4	10	.	-5	i	0.1	-1	0.4
CCC(C)(C(=O)NC1CCCCC1)N(Cc1ccco1)C(=O)c1cnccn1 (stereo not given)	-14	-11	9	8	.	-3	-6.2	0.1	-5	-0.3
CCCNC(=O)c1ccc(SCC(=O)N(CC)CC)c([N+](=O)[O-])c1	-5	37	-10	-7	0.8	3	-0.2	-0.6	3	0.8
O=C(Oc1ccc[nH]c1=O)c1cc([N+](=O)[O-])cc([N+](=O)[O-])c1	3	32	-5	2	0.3	-3	-0.6	-0.1	-4	3.4
CC1CCCN(S(=O)(=O)c2ccc(NC(=O)CCN3C(=O)c4ccccc4C3=O)cc2)C1 (stereo not given)	-10	21	12	3	.	-3	i	0.4	6	0.9
CCOc1cc(-n2ncc(C#N)c2N)nc(SC)n1	-19	22	5	2	.	-1	-0.7	-1.5	-1	-0.3
CNC(=S)N1CCc2cc(OC)c(OC)cc2C1COc1ccc(OC)cc1 (stereo not given)	-6	2	-9	-9	1.1	1	-2.1	1.7	-3	0.1
CCc1c(C(=O)OC)nnc2cc(C)nn12	-12	-13	-10	3	.	-2	i	-2.7	3	-0.3
OCCCNC(=S)Nc1ccc(Nc2ccccc2)cc1	11	5	0	7	-0.9	2	-1.8	0.1	-6	-0.4
O=C(NCC1CCCCN1)c1cc(OCC(F)(F)F)ccc1OCC(F)(F)F (stereo not given)	-2	-11	-7	-3	0.9	-7	i	1.5	-1	-0.7
COC(=O)c1ccc(/C=C/C(=O)OCC(=O)c2ccc[nH]2)cc1	-4	.	5	7	-1.2	.	i	-0.5	-9	0.1
Continued:
SMILES	PriA SSB inh	VHR inh abs	Yp Topo-I inh	CCHF vOTU inh	TcdB GH inh	SARS 3CLpro inh	Vc quorum ag	PfHsp40 rescue	Anthrax LF inh2	BoNT A protease
CC(=O)Nc1ccc(S(=O)(=O)NNC(=O)COc2cccc3ccccc23)cc1	2	16	0	11	.	2	-0.7	-1.2	0	-0.5
CC(=O)NC1=NN(C(C)=O)C(C)(c2cccc([N+](=O)[O-])c2)S1 (stereo not given)	-11	15	-2	2	-0.4	-3	i	2.8	-7	0.4
Cc1ccc(C)c(NC(=S)/C(=C(\[O-])c2ccc(Cl)s2)[n+]2ccccc2)c1	.	2	23	18	7.0	8	-0.7	-1.1	-2	3.0
COc1cc(/C=N/N=C(N)N)ccc1OCc1ccccc1Cl	.	41	-21	9	0.0	-2	-0.3	1.0	-3	-0.7
CCc1ccc(CNC(=O)C(=O)NCCc2ccc(OC)c(OC)c2)cc1	-8	.	-2	5	.	-4	i	6.7	-2	-0.9
CCOc1ccc(S(=O)(=O)Oc2ccc3ccccc3c2)cc1	-50	13	25	3	.	-3	i	2.0	-2	0.0
Cc1ccccc1NC(=O)COC(=O)c1n[nH]c(=O)c2ccccc12	-2	.	-6	14	-3.5	.	i	-0.6	1	-0.8
Cc1ccc(/C=N/N2C(=S)SC(C)(C)C2N(O)C(=O)Nc2ccc([N+](=O)[O-])cc2)cc1 (stereo not given)	.	20	-12	8	.	3	-11	-1.6	-3	-0.8
CCCn1c(N)c(Sc2ccc(C)cc2)c(=O)n(CCC)c1=O	-10	-10	2	9	1.8	1	i	-0.2	-3	0.6
CC(C)Cn1c(-c2ccncc2)n[nH]c1=S	-3	29	-8	11	1.6	2	i	-2.1	-4	-0.2
CNCCCCOc1ccccc1-c1ccccc1	-14	2	-3	-7	7.8	2	-0.5	0.3	1	0.6
CCN(CC)c1ncnc2c1ncn2[C@H]1CN(Cc2ccc(F)cc2)C[C@@H](CO)O1	.	.	15	25	-9.6	.	i	.	-1	0.1
CCOC(=O)C1=C(COC(=O)CSc2ccc(Br)cc2)NC(=O)NC1C (stereo not given)	-17	.	-4	15	0.1	.	i	0.0	-3	1.1
COc1cccc(-c2cc(C(=O)Nc3ccccc3SC)no2)c1	-12	8	7	-6	.	-1	-0.6	1.3	1	?
CCOc1ccc(NC(=O)CN(C)CC(=O)Nc2ccccc2C#N)cc1OCC	-9	30	-6	4	.	1	i	0.1	-4	-0.1
COc1ccc(CCNC(=O)C2CCN(S(=O)(=O)N3CC(C)CC(C)C3)CC2)cc1OC (stereo not given)	-14	16	-5	11	.	-2	i	1.2	0	3.0

A portion of the library; count on the stated rates, not on these rows.
